EPAC2 agonist: activates human EPAC2 exchange factor | Q8WZA2 | EPAC2 activation, biochemical qHTS; response scale: 100% = 6.5 mM cAMP response | Potency, µM (doses to about 154 µM), without a hit: at the top dose activation, most hits filed as activators | actives 0.079% (n = 360,000) | AID 720711; note: nearly all actives have a fitted effect of over 50% in size
Target sequence (Q8WZA2 whole entry, looked up): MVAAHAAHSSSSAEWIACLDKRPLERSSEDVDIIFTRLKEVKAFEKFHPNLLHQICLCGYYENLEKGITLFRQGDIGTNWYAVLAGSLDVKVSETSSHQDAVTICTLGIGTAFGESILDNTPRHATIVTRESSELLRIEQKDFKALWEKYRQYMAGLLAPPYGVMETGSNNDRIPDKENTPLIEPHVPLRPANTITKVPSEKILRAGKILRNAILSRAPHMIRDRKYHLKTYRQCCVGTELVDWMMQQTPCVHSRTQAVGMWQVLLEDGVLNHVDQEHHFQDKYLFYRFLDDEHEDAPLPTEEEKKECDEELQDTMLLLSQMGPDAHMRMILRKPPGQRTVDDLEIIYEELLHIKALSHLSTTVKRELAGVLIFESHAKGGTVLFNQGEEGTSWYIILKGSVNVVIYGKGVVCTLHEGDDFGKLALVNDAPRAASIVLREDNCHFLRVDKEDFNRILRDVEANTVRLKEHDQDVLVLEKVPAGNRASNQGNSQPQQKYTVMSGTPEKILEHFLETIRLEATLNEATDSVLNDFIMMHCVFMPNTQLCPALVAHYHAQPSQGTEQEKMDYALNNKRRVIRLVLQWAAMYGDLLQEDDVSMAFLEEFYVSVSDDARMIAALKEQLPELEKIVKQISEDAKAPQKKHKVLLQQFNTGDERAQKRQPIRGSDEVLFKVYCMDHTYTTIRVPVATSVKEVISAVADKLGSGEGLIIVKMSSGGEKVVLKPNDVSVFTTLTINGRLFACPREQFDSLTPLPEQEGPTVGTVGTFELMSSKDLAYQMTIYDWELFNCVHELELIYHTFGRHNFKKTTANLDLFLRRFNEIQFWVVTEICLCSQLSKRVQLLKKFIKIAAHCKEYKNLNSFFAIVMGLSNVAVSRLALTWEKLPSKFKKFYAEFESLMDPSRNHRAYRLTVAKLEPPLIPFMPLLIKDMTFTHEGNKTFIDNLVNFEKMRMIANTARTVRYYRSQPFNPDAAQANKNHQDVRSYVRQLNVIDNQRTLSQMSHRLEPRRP
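Nucleotide exchange monitored as fluorescence drop when BODIPY-GDP leaves Rap1B. Reaction: 100 nM EPAC2, 250 nM RAP1B-BODIPY-GDP, 50 uM GDP, room temperature, kinetic read over 30 min. Activity expressed relative to 6.5 mM cAMP.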
EPAC2 antagonist: EPAC2 (human) antagonism; EPAC2 GEF exchange of Rap1B-BODIPY-GDP, fluorescence; Potency, µM (doses to about 114 µM), without a hit: at the highest dose activity, negative = inhibition, hits mostly inhibitors; actives 0.18% (n = 360,000); AID 720708; note: % is set by controls: 0 for no effect and ±100 for the full control effect; nearly all actives have a fitted effect of over 45% in size; many of its hits are not listed in these tables
TDP-43 yeast inh: rescues yeast growth from TDP-43 toxicity; actives 1.8% (n = 410,000); TDP-43 expressing yeast growth rescue, BacTiter-Glo, 24 h; Potency, µM (doses to about 46.1 µM), for inactives: at the highest dose growth rescue (activation), actives largely listed as activators; note: % of control where 0% means no effect; nearly all actives have a fitted effect of over 50% in size
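Yeast cells expressing TDP-43 under galactose induction are exposed to compounds for 24 hr at 30 deg C. BacTiter-Glo luminescence measures growth, so protective compounds score as activators.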
EPAC1 antagonist: antagonists of human EPAC1; O95398; EPAC1 GEF assay, Rap1b-BODIPY-GDP exchange fluorescence; Potency, µM (doses to about 115 µM), inactives show at the top dose activity change, negative = inhibition, usual class: inhibitors; actives 0.14% (n = 360,000); AID 720709;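 note: plate controls were vehicle for no effect and positive control for full effect; nearly all actives have a fitted effect of over 50% in size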
EPAC1 ag: activates human EPAC1 exchange factor | EPAC1 agonist qHTS, biochemical assay; response scale: 100% = response to 6.5 mM cAMP | Potency, µM (series often up to 154 µM), inactives show at the top dose activation, actives largely listed as activators | actives 0.073% (n = 360,000) | AID 720707; note: nearly all actives have a fitted effect of over 60% in size
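Normalized to 6.5 mM cAMP, activity reflects EPAC1-catalysed release of BODIPY-GDP from Rap1B, followed kinetically over 30 min at 480 nm excitation, 540 nm emission. Reaction contained 100 nM EPAC1, 250 nM Rap1B-BODIPY-GDP, 50 uM GDP.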
FUS suppressor: FUS proteinopathy suppression in yeast; S. cerevisiae FUS-expressing, growth rescue, OD600, 24 h; Potency, µM (top dose mostly 76.6 µM), for the others: at the top dose growth rescue (activation), usual class: activators; actives 0.24% (n = 390,000);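 note: plate controls were DMSO vehicle for no effect and reference control for full effect; nearly all actives have a fitted effect of over 55% in size; some results filed as inactive show a strong effect at the top dose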
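S. cerevisiae expressing FUS from galactose induction served as the toxicity model. Growth after 24hr at 30C, read as absorbance at 600 nm, indicates suppression of toxicity; compounds dosed at several concentrations.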
aSyn yeast inh: alpha-synuclein toxicity inhibition in yeast. actives 0.14% (n = 370,000). Yeast expressing alpha-synuclein, growth rescue, BacTiter-Glo, 24 h. Potency, µM (series often up to 46.1 µM), without a hit: at the highest dose growth rescue (activation), most hits filed as activators; note: % of control where 0% means no effect; nearly all actives have a fitted effect of over 65% in size
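Galactose-induced alpha-syn yeast (OD600=0.02, raffinose-pregrown) + pinned cpd, 24 hr, 30 deg C; growth by BacTiter-Glo luminescence. Growth restoration scores as activation.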
PTHR1 agonist: activates the human parathyroid hormone receptor PTHR1; Q03431; HEK293 GP2 PTHR1 cells, GloSensor cAMP luminescence, 1 h; Potency, µM (highest dose often 115 µM), for the others: at the top dose activation, actives largely listed as activators; actives 0.075% (n = 410,000); AID 743266; note: nearly all actives have a fitted effect of over 55% in size; some results filed as inactive show a strong effect at the top dose; inactives centre near -15; many of its hits are not listed in these tables
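HEK-293-derived GP2 cells expressing PTHR1 and a GloSensor cAMP reporter, 3,000/well, plated overnight, given luciferin plus IBMX (each 0.5 mM as added) for 1 h at 37 °C, then compound for 1 h at 37 °C. Luminescence was read after 15 min at room temperature.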
Active calls of the source: *; i = inactive; ? = inconclusive; . = not tested or not shown; & = joins results of further samples; [ ] = dose if it differs, or a comment. Calls come from the whole dose curve; as a rule, active = well fitted curve in the direction sought with a large enough effect; inconclusive = small, poorly fitted or top-dose-only effect, or another doubt; inactive = no such curve, though single readings can be large; an effect the other way counts as inactive or inconclusive. Potency is the fitted concentration of half-maximal effect. Some of the compounds tested; count on the stated rates, not on these rows.

SMILES	EPAC2 agonist	EPAC2 antagonist	TDP-43 yeast inh	EPAC1 antagonist	EPAC1 ag	FUS suppressor	aSyn yeast inh	PTHR1 agonist
NC(=O)CC(NC(=O)Cc1ccc(Br)cc1)c1ccc(NCc2ccc(F)cc2)c([N+](=O)[O-])c1 (centres undefined)	2%	-10%	-3%	-4%	-15%	20%	-10%	-15%
CSCCC(NS(=O)(=O)c1ccc(Cl)cc1)C(=O)O (centres undefined)	3%	1%	-3%	8%	7%	-15%	-7%	-6%
COc1ccc(Cl)cc1C(=O)NNC(=O)c1cc2ccccc2o1	-3%	0%	8%	-16%	-7%	42%	1%	i
CCOc1ccc(OCC)c(NC(=O)c2nnn(CC(=O)Nc3cc(C)cc(C)c3)c2N)c1	-4%	6%	11%	-10%	1%	18%	0%	0%
CC(C)(C)C(=O)OCCNc1nc(-c2ccccc2)nc2ccccc12	-11%	-19%	24%	-24%	2%	12%	-4%	-33%[inhibitor]
C=CCc1ccc(OCC(O)CO)c(OC)c1 (centres undefined)	7%	15%	-30%	2%	-27%	-3%	-5%	-1%
O=C(NCc1ccccc1Cl)C1CCCN(S(=O)(=O)c2cccc3nsnc23)C1 (centres undefined)	10%	1%	22%&-1%	-4%	14%	-15%&11%	1%	-18%&-31%
O=S(=O)(/N=C(/Nc1cccc2ccccc12)c1ccccc1)c1ccc(Br)cc1	4%	3%	13%	-10%	3%	2%	0%	-8%
CCCCN1CC2([N+](=O)[O-])C=CC(=O)C([N+](=O)[O-])(C1)C2CC(=O)c1ccccc1 (centres undefined)	-1%	3%	-7%	-15%	-13%	32%	-11%	i
O=C(Oc1cc2oc(=O)cc(-c3ccccc3)c2cc1Cl)C1CCCCC1	2%	-3%	3.5µM*	-23%	2%	-20%	4%	-5%
COc1ccc(Cn2nnnc2C(c2cc3cc(C)ccc3[nH]c2=O)N2CCN(C)CC2)cc1 (centres undefined)	13%	-5%	-11%	-23%	1%	2%	0%	6%
COc1ccc(/C=N/Nc2cn[nH]c(=O)c2Cl)cc1	1%	-6%	-8%	-5%	-2%	10%	-5%	-6%
COc1cc(NC(=S)NCc2cccnc2)cc(OC)c1OC	0%	-3%	15%	-10%	2%	.	-4%	-13%
Oc1ccc(N=Nc2cccc(Cl)c2)cc1C=Nc1ccc(N2CCOCC2)cc1	6%	-1%	1%	-9%	11%	17%	-4%	-18%
CCn1c(SC(C)C(=O)O)nc2sc3c(c2c1=O)CCC3 (centres undefined)	-8%	-3%	4%	-13%	12%	13%	6%	i
N#Cc1ccccc1NC1=CC(=O)CCC1	11%	-1%	-5%	1%	2%	22%	0%	-9%[57.5 µM]
COc1ccccc1C(=O)N1CCN(c2ccc(N3CCOCC3)nn2)CC1	10%	12%	?	7%	-3%	9%	-1%	-7%
CN(Cc1ccccc1)C(=O)CSc1nc2ccccc2[nH]1	1%	-9%	2%	-7%	6%	7%	3%	i
CC1CN(C(=O)COc2ccc3ccccc3c2Br)CC(C)O1 (centres undefined)	-3%	-6%	?	-7%	-5%	.	13%	-34%
O=C(N/N=C/c1ccccc1C(=O)O)C(=O)N1CCCCC1	6%	1%	-5%	-12%	7%	6%	1%	i
CCSc1nnc(NC(=O)C2C3C=CC(C3)C2C(=O)O)s1 (centres undefined)	11%	-4%	-1%	-1%	7%	27%	-1%	-2%[57.5 µM]
Cc1ccc(NC(=O)Cc2csc(-c3ccccc3)n2)cc1F	7%	-18%	-17%	-15%	8%	4%	5%	-18%
CC(C)c1ccc(NC(=O)NCc2ccc(F)cc2)cc1	16%	1%[57.1 µM]	1%	-6%	-4%	-22%	6%	-29%
COc1ccccc1N1CCN(C(=O)C2CCN(S(=O)(=O)c3ccc4c(c3)CC(C)N4C(=O)C3CC3)CC2)CC1 (centres undefined)	1%	-8%	3%	-26%	9%	?	5%	i
Nc1c(C(=O)CSc2nccn2-c2cccc(F)c2)c(=O)[nH]c(=O)n1C1CC1	5%	7%	12%	-6%	11%	-12%	-6%	-1%

Nothing new here: an excerpt of the list.
SMILES	EPAC2 agonist	EPAC2 antagonist	TDP-43 yeast inh	EPAC1 antagonist	EPAC1 ag	FUS suppressor	aSyn yeast inh	PTHR1 agonist
NC(=O)CC(NC(=O)Cc1ccc(Br)cc1)c1ccc(NCc2ccc(F)cc2)c([N+](=O)[O-])c1 (centres undefined)	2%	-10%	-3%	-4%	-15%	20%	-10%	-15%
CSCCC(NS(=O)(=O)c1ccc(Cl)cc1)C(=O)O (centres undefined)	3%	1%	-3%	8%	7%	-15%	-7%	-6%
COc1ccc(Cl)cc1C(=O)NNC(=O)c1cc2ccccc2o1	-3%	0%	8%	-16%	-7%	42%	1%	i
CCOc1ccc(OCC)c(NC(=O)c2nnn(CC(=O)Nc3cc(C)cc(C)c3)c2N)c1	-4%	6%	11%	-10%	1%	18%	0%	0%

New compounds follow.
SMILES	EPAC2 agonist	EPAC2 antagonist	TDP-43 yeast inh	EPAC1 antagonist	EPAC1 ag	FUS suppressor	aSyn yeast inh	PTHR1 agonist
O=C(c1ccc(-c2ccccc2)cc1)C1CCCN(C(=O)c2cncs2)C1 (centres undefined)	17%	3%	0%	-11%	12%	54%	21%	-23%
O=S(=O)(NCc1ccccc1)c1cccc(S(=O)(=O)N2CCOCC2)c1	3%	-6%	-10%	5%	4%	-5%	4%	i
COc1cc(OC)c(N(C)C(=O)CCNC(=O)Cn2cnc3ccccc3c2=O)cc1Cl	0%	-4%	-16%&8%	0%	3%	12%&13%	0%	12%[57.5 µM]
CCc1ccc(C(O)(c2ccccc2OC)C(CN2CCOCC2)c2ccccc2)cc1 (centres undefined)	10%	-9%	-8%	-12%	9%	21%	3%	-21%
COc1ccc(CNC(=O)CN2CCN(c3ccccc3O)CC2)cc1OC	6%	-6%	-10%	22%	8%	21%	-8%	i
COC1=C(Br)C(=O)c2ncccc2C1=O	9%	8.9µM*	28%	?	3%	.	16µM*	-71%[inhibitor]
COc1cccc(NC(=S)N(C)C2CCN(C)CC2)c1	9%	12%	-11%	-17%	1%	26%	-2%	-6%
COc1cc(C#N)c(NS(=O)(=O)c2ccc3[nH]c(=O)sc3c2)cc1OC	7%	3%	0%	-30%	5%	4%	1%	i
CCOC(=O)Cc1csc(NC(=O)c2ccco2)n1	2%	3%	1%	-3%	2%	7%	6%	-12%
N=c1ccn(Cc2cccc(F)c2)cc1	8%	-3%	-14%	-8%	6%	-20%	3%	-13%
COc1cccc(OC)c1C(=O)Nc1ccc(S(=O)(=O)Nc2cc(C)nc(C)n2)cc1	-4%	2%	3%	14%	-2%	4%	3%	-39%
Clc1ccc2[nH]c3c(N4CCC5(CC4)OCCO5)ncnc3c2c1	-1%	-7%	8%	0%	1%	8%	-6%	-17%
CCOC(=O)c1c(C)c(C)n(Cc2ccc(OC)c(OC)c2)c1C	6%	-23%	8%	-4%	5%	22%	1%	-45%[inhibitor]
O=C(Cn1cc([N+](=O)[O-])cn1)Nc1ccc(Cn2cc(Br)cn2)cc1	2%	-1%	18%	-8%	0%	.	6%	-12%
O=C(Cn1c(=O)n(CC2CCCO2)c(=O)c2ccccc21)c1ccccc1 (centres undefined)	-18%	-2%	-6%	-17%	6%	-32%	3%	i
CCc1nc2c(OCc3ccc(Cl)cc3)cccn2c1N(C)C(=O)c1ccc2c(c1)OCO2	18%	?	15%	-14%	0%	13%	8%	-5%
Cc1ccc2cc(C#N)c(NCCNC(=O)C3CCC3)nc2c1C	3%	-7%	-5%	-16%	-13%	.	0%	-96%[inhibitor]
CCC(CO)Oc1cc(NCc2ccccc2C(F)(F)F)c2ncn(C(C)C)c2c1 (centres undefined)	-2%	-21%	?	-21%	-24%	24%	-4%	-27%
Cc1ccc(C(=O)Nc2ccncc2)cc1[N+](=O)[O-]	10%	8%	-10%	5%	12%	-2%	-1%	-17%
NC(=O)C1CCN(C(=O)CCSc2ccc(Cl)cc2)CC1	2%	6%	-3%	1%	3%	20%	0%	-3%
O=c1[nH]c2ccccc2nc1NCc1ccccc1	4%	1%	-5%[1.82 µM]	-22%	-1%	2%	-4%	-13%
COc1ccc(C(O)c2nc(-c3cncnc3)cs2)cc1 (centres undefined)	7%	15%	23%	1%	7%	-26%	2%	i
COC(=O)NCC(c1ccco1)N1CCN(c2ccccc2)CC1 (centres undefined)	5%	9%	-3%	-4%	-5%	5%	-4%	i
CCOc1ccc(N(Cc2ccc(C(=O)O)cc2)S(=O)(=O)c2ccc(C)cc2)cc1	-4%	-1%	10%	-13%	3%	0%	4%	-7%
COc1ccc(S(=O)(=O)NCCC(=O)Nc2ccc(C)cc2)cc1	7%	-9%	17%	0%	-3%	-7%	-2%	-10%

Remaining list, next part
SMILES	EPAC2 agonist	EPAC2 antagonist	TDP-43 yeast inh	EPAC1 antagonist	EPAC1 ag	FUS suppressor	aSyn yeast inh	PTHR1 agonist
CS(=O)(=O)c1ccc(-c2cccc(NC(=O)c3ccc(Br)o3)c2)nn1	3%	10%	-23%	-13%	3%	21%	6%	-30%
CCn1nc(NC(=O)c2ccco2)c2cc3ccc(C)cc3nc21	-3%	4%	9%	3%	-4%	10%	2%	i
Cc1nc(C)c(Oc2ccc(Cl)cc2Cl)c(=O)[nH]1	4%	13%	-13%	8%	-5%	-21%	-9%	-51%[inhibitor]
Cc1cc(NC(=O)c2noc3c2CCCC3)n(-c2ccccc2)n1	7%	0%	11%	-7%	8%	14%	0%	-2%
CCOc1cccc(NC(=O)CSc2nncn2N)c1	9%	14%	-14%	18%	4%	0%	3%	i
COCCN(CCOC)S(=O)(=O)c1ccc(C(=O)Nc2nc(-c3ccccc3)c(C(=O)c3ccccc3)s2)cc1	0%	-27%	-20%	-1%	6%	.	6%	-23%
O=C(Nc1cc([N+](=O)[O-])ccc1F)c1ccc2c(c1)OCCO2	-4%	11%	-19%	23%	-4%	1%	1%	i
CCN(CC)C(=O)c1sc(NC(=O)Cc2ccccc2)c(C#N)c1C	4%	-6%	11%	-2%	-8%	5%	2%	-3%[57.5 µM]
Cc1ccc(S(=O)(=O)N2CCOCC2)cc1NC(=O)COC(=O)CCC(=O)c1ccc(F)cc1	0%	-1%	9%	5%	5%	9%	1%	i
CCCCOc1ccc(C(=O)N/N=C/c2ccc(OCCN3CCCCC3)c(OC)c2)cc1	-12%	-8%	1%	-20%	-5%	44%	-15%	i
Cc1ccccc1-c1noc(-c2cccs2)n1	13%	-4%	?	7%	8%	-41%	-7%	-85%[inhibitor]
CC(C)(C)NC(=O)C(c1cccs1)N(C(=O)c1csnn1)c1cccc(F)c1 (centres undefined)	-3%	0%	23%	10%	-3%	-24%	8%	28%
